Screening results from PubChem.
procasp7 counter – counter-screen for procaspase-3 activators: activators of human procaspase-7; P55210; recombinant procaspase-7, Ac-DEVD-pNA absorbance 405 nm; D23A/D198A/D206A triple mutant, cannot self-cleave; scale: DMSO 0, 5 µM enzyme 100; 330,000 tested, 0.093% active; activation, % at 8.5 µM;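 active means percent activation above the screen-wide mean plus 3 SD, cut at about 25% in these data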
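Material: Procaspase-7 triple mutant (PC-7 D3A) | Quantity: 2 µM procaspase-7 mutant as dispensed | Reagent: DEVD-pNA substrate | Times: 1 h preincubation, 2 h reaction | Technique: 405 nm absorbance of p-nitroaniline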
core dimer inh – blocks dimerization of HCV core protein; inhibition, % at 5 µM; TR-FRET GST/Flag-core106 dimerization, 1536-well; 300,000 tested, 0.33% active;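 active means inhibition above the mean of all tested compounds plus 3 SD, set per screening campaign, cut at about 45% in these data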
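Assay system – GST-tagged and Flag-tagged HCV core protein residues 1-106 · Quantity – core106 proteins, GST 13.5 nM and Flag 17 nM · Benchmarks – unlabelled core106 and no-GST-core106 wells · Read-out basis – percent inhibition of core106 dimerization signal · Detection – time-resolved FRET, ex 340 nm, em 617 and 671 nm · Schedule – 4 h at 22.5 °C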
PP5 inh – PP5 (human) phosphatase inhibition. 320,000 tested, 0.18% active. inhibition, % at 6.7 µM. AID 1987. purified PP5c, OMFP substrate fluorescence;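 active means inhibition above the campaign's mean inhibition across all tested compounds plus 3 SD, cut at about 9.5% in these data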;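 further: 0% = DMSO only and 100% = 100 µM cantharidin control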
GRK2 aptamer HTS – human GRK2 inhibition via aptamer displacement. P25098. bead flow cytometry, FAM-aptamer displacement from GRK2. inhibition of aptamer binding, % at 10 µM. 330,000 tested, 0.59% active. AID 488847;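 active means inhibition of aptamer binding above 40%, roughly 3 SD of noise, on plates passing a quality check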;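 further: median bead fluorescence of bound FAM aptamer so fluorescent compounds give negative values; no value below 0 was filed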
VLA-4 inh – inhibition in a human VLA-4 binding assay. inhibition, % (about 7 µM as worked out from the volumes in the protocol). VLA-4 expressing cells, ligand binding flow cytometry. 330,000 tested, 0.2% active; in the data active means inhibition above about 50%
Target sequence (P13612 whole entry, looked up): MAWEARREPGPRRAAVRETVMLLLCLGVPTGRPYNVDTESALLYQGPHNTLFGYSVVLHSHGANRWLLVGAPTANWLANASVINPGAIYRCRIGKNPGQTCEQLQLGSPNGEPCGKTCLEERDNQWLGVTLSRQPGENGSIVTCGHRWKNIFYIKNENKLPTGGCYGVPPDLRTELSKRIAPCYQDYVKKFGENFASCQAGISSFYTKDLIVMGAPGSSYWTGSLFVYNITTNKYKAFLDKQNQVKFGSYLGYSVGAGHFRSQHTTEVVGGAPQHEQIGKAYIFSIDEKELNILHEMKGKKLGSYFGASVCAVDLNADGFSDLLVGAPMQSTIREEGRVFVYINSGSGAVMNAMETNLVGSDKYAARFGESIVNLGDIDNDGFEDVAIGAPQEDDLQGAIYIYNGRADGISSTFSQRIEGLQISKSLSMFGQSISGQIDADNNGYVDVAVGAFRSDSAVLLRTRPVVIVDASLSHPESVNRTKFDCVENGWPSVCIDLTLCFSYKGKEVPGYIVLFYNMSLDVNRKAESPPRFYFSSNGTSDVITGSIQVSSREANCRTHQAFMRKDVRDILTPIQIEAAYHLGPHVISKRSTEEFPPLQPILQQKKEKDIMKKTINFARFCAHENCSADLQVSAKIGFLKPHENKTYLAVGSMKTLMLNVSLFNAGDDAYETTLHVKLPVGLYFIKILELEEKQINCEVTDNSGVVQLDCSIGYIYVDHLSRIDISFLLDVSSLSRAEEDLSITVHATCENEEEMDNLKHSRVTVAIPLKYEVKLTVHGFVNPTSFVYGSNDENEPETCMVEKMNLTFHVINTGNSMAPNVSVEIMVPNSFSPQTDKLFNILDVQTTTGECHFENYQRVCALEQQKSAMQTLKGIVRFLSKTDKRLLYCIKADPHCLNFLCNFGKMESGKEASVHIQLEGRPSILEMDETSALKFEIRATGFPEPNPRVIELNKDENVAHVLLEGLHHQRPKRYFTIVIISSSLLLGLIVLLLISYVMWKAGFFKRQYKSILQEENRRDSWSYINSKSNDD
procasp3 activ – activators of human procaspase-3; P42574; recombinant procaspase-3 D3A, Ac-DEVD-pNA absorbance 405 nm; activation, % at 8.5 µM; 330,000 tested, 0.11% active;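 active means activation above the mean of all tested compounds plus 3 SD, cut at about 21% in these data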;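 further: 0% = DMSO alone and 100% = DMSO wells spiked with extra 5 µM PC-3 D3A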
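assay system = Procaspase-3 D3A mutant | signal = absorbance at 405 nm, 0 and 120 min | times = 1 h preincubation plus 2 h reaction at 25 °C | repeats = single replicate | read-out = % activation between DMSO and enzyme-spiked controls | medium = Zinc-free HEPES saline buffer with Triton X-100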
CTSL1 counter – blocks F. hepatica cathepsin L1 in PFM18AAP counter-screen | 300,000 tested, 0.49% active | inhibition, % at 5.96 µM | AID 1906 | recombinant F. hepatica cathepsin L1, Z-Leu-Arg-MCA fluorescence;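 active means inhibition above the mean of all tested compounds plus 3 SD, set per screening campaign, cut at about 17% in these data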;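 further: 0% = plate median of test compound wells and 100% = 1 µM Z-Phe-Ala-diazomethylketone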
JMJD2C inh – inhibitors of human GASC-1 (JMJD2C) demethylase | 330,000 tested, 0.069% active | inhibition, % at 2.35 µM | GST-JMJD2C(1-420) H3K9me3 demethylation, DELFIA europium | Q9H3R0;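 active means more than half of a compound's replicate wells show inhibition beyond 50%, single wells judged on their own value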;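 further: signal counts dimethyl H3K9 product captured on neutravidin plate; 0% = median of DMSO wells and 100% = 0.3 times that DMSO median; strong numbers were not always called active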
PP1 inh – counter-screen for PP5 inhibitors: inhibitors of human PP1-alpha. P62136. purified PP1alpha, OMFP fluorescence. inhibition, % at 6.7 µM. 320,000 tested, 0.9% active. AID 2235;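 active means inhibition above the mean inhibition of all tested compounds plus 3 SD, computed separately for each screening campaign, cut at about 15% in these data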
* = called active by the depositor; · = no result given.

SMILES	procasp7 counter	core dimer inh	PP5 inh	GRK2 aptamer HTS	VLA-4 inh	procasp3 activ	CTSL1 counter	JMJD2C inh	PP1 inh
Cc1nn(CC(O)COc2ccc3c(c2)CCC3)c(C)c1C (configuration not stated)	14	-2	1.9	2	-12	-3	-2	-4	-1
CCOc1cccc(-c2nnc(SCC(=O)Nc3cc(OC)cc(OC)c3)n2N)c1	1	3	0.9	0	5	-1	-3	30	-8
C/C(=N\NC(=O)c1ccc([N+](=O)[O-])cc1)c1cc2ccccc2oc1=O	-8	-9	-2.0	4	0	-3	-3	1	-7
COc1ccc(CCN(C)C(=O)c2ccc(S(=O)(=O)NCc3ccco3)cc2)cc1OC	-5	-4	-1.5	0	6	9	0	9	-3
NC(=O)C1CCN(C2CC(=O)N(Cc3cccs3)C2=O)CC1 (configuration not stated)	-27	-2	0.7	0	-4	-15	-4	14	-4
CCOC(=O)C1CCN(C(=O)c2cc3cc4ccc(C)cc4nc3o2)CC1	-7	-1	0.6	3	-3	0	4	10	-1
S=c1[nH]nc(-c2cc(-c3ccco3)[nH]n2)n1-c1ccccc1Cl	-26	2	2.2	0	3	-9	0	5	9
Cc1cc(C)c2oc(-c3cccc(NC(=O)c4ccc(F)cc4)c3)nc2c1	-4	0	-0.8	0	-1	15	-3	6	-3
COc1ccc(/C=C2\C(=O)N(Cc3ccc(F)cc3)CC(=O)N2Cc2ccccc2)cc1	3	12	-0.3	0	-2	-2	3	-2	0
CC(=O)Nc1ccc(Sc2ccccc2C(=O)N2CCCC2)cn1	6	-2	-5.8	2	-7	-4	4	-2	-7
O=C1C=Cc2ccccc2/C1=C/c1[nH]c(=O)[nH]c1O	2	0	1.1	2	-3	0	-3	-2	-3
O=C(COc1ccccc1)NS(=O)(=O)c1ccccc1	-2	5	-1.9	1	3	6	3	4	-2
O=C(N/N=C/c1cccc(Cl)c1)c1c(O)c2c([nH]c1=O)CCCC2	1	-2	-1.1	1	1	-4	-1	-7	-4
CCN(CC)CCN1C(=O)c2ccccc2NC1c1ccccc1F (configuration not stated)	1	-6	0.0	3	15	-2	-2	-1	-2
CCc1nnc(NC(=O)CCC(=O)N2CCN(CCc3ccccc3)CC2)s1	3	-9	-1.8	1	5	0	1	-5	0
CC(C)(C)n1cc(S(=O)(=O)c2ccccc2)[nH]c1=O	2	-1	4.0	4	17	-10	-4	-19	-3
Cc1cc(NS(=O)(=O)c2ccc(NC(=O)c3cc(-c4cccnc4)nc4ccc(Cl)cc34)cc2)no1	0	16	3.2	0	-1	1	2	0	-8
CCOC(=O)c1c(C)[nH]c(=S)c(C#N)c1-c1ccccc1	-29	4	-0.1	0	1	-30	-2	7	-4
O=C(NCc1ccco1)c1cc(-c2ccccc2)nc2ccccc12	-17	1	1.8	0	4	1	-4	-8	1
CC1/C(=C\c2ccc(Cl)cc2)C(=O)C2CC1C2(C)C (configuration not stated)	16	0	3.4	2	16	1	-2	-6	-3

Quoted from the listing:
For CTSL1 counter, CCOC(=O)c1c(C)[nH]c(=S)c(C#N)c1-c1ccccc1 reads -2
For procasp3 activ, O=C1C=Cc2ccccc2/C1=C/c1[nH]c(=O)[nH]c1O reads 0
For core dimer inh, Cc1nn(CC(O)COc2ccc3c(c2)CCC3)c(C)c1C (configuration not stated) reads -2
For CTSL1 counter, O=C(NCc1ccco1)c1cc(-c2ccccc2)nc2ccccc12 reads -4
For VLA-4 inh, CCOC(=O)C1CCN(C(=O)c2cc3cc4ccc(C)cc4nc3o2)CC1 reads -3
For procasp7 counter, COc1ccc(/C=C2\C(=O)N(Cc3ccc(F)cc3)CC(=O)N2Cc2ccccc2)cc1 reads 3

Next compounds:
SMILES	procasp7 counter	core dimer inh	PP5 inh	GRK2 aptamer HTS	VLA-4 inh	procasp3 activ	CTSL1 counter	JMJD2C inh	PP1 inh
CC(C)Cn1c(=O)c2ccccc2n2c(CCC(=O)NCC3CCCO3)nnc12 (configuration not stated)	-8	8	0.3	0	4	6	-1	20	-1
O=C(CN1C(=O)CCC1=O)Nc1nc(-c2cccs2)cs1	4	1	1.3	4	-5	-3	-8	-1	-2
COc1ccc(-c2nc3ccc(C(=O)NCCCN4CCOCC4)cc3nc2-c2ccc(OC)cc2)cc1	-14	-24	4.1	0	11	-9	1	-5	5
COc1cc(C(=O)Nc2cccc(S(=O)(=O)N3CCCC3)c2)c([N+](=O)[O-])cc1OC	3	1	0.1	3	-2	-6	7	2	-1
CN(Cc1nccs1)C(=O)CC1C(=O)NCCN1Cc1ccc(-c2ccccc2)cc1 (configuration not stated)	4	6	1.7	1	-11	10	2	-3	0
CCOc1ccc(S(=O)(=O)N2CN(c3cccc(C(C)=O)c3)c3nc4ccccc4nc32)cc1	-2	·	·	1	-1	-3	·	-5	·
CCOc1ccc(OCC)c(NC(=O)CN2CCN(CC(=O)NC(C)C)CC2)c1	6	-6	0.1	0	-4	3	3	6	1
N#Cc1c(N)c(C(=O)c2ccccc2)n2c1CCCC2	1	-4	1.9	3	2	1	6	-11	-1
O=C(NCCc1ccccc1C(F)(F)F)C1CCC(=O)N(CCCN2CCCC2=O)C1 (configuration not stated)	2	0	0.0	1	-4	1	-2	-4	4
C[C@H](NC(=O)c1nc[nH]c1C(=O)NCCCCCN)C(=O)OC(C)(C)C	6	-12	2.6	·	·	11	-1	23	7
CCOC(=O)C1C(=O)NC(N2CCN(c3ccccc3)CC2)=NC1c1ccco1 (configuration not stated)	10	2	1.3	0	14	-5	-3	-8	-1
CCOC(=O)C1=C(COC(=O)Cc2c(F)cccc2Cl)NC(=O)NC1C (configuration not stated)	10	·	2.3	3	5	1	·	4	-4
C=CCOc1ccc(/C=C(\C#N)C(=O)Nc2ccccn2)cc1OC	2	-8	2.7	3	-19	-3	5	-5	-3
CN(CC(=O)Nc1ccccc1Cl)C(=O)C1CCN(S(=O)(=O)c2ccc3c(c2)OCCO3)CC1	5	0	-3.8	0	13	4	0	-6	-2
CCOc1ccc2nc(NC(=O)C3CCCN(S(=O)(=O)c4cccs4)C3)sc2c1 (configuration not stated)	-2	12	4.1	2	1	16	-1	-7	5
CCOc1ccc(N(C(=O)CNC(=O)c2ccco2)C(C(=O)NC2CCCC2)c2cccnc2)cc1 (configuration not stated)	4	-7	-0.2	0	8	-1	0	-16	0
COc1ccc(C(=O)Nc2nc(-c3cccs3)cs2)cc1	8	-9	3.4	0	2	-1	2	-4	-3
Brc1ccc(NCc2cccc3ccccc23)nc1	-3	-1	2.2	5	-35	-5	3	-4	4
CCOC(=O)C(/C=C(\C#N)C(=O)OCC)=C(/N)N1CCN(c2ccccc2)CC1	11	-4	2.5	2	-5	-6	4	3	2
CC(/C=C/c1ccccc1F)=N\NC(=O)c1ccccc1	3	-3	0.1	1	18	-3	2	0	2
COC(=O)c1ccc(S(=O)(=O)N(Cc2ccccc2)Cc2ccccc2)n1C	8	2	1.8	0	2	1	2	22	1
O=C(NC1CCCCC1NC(=O)c1cccs1)c1cccs1 (configuration not stated)	15	2	0.3	3	14	5	-3	2	-1
Cn1c(=O)[nH]c(=O)c2c1nc(NC1CCCC1)n2Cc1ccccc1	3	1	-0.1	1	-1	-2	-2	22	1
CCCNC(=S)NC1CC2CCCC(C1)N2CC(C)C (configuration not stated)	-5	1	1.9	4	-14	-5	-5	0	-5
Cc1ccc(NC(=O)CNc2cccc(Br)c2)cc1S(=O)(=O)N1CCOCC1	-7	·	·	0	6	1	·	-4	·
CCNC(=O)NC(=O)C(C)N1C(=O)NC(c2ccccc2)(c2ccccc2)C1=O (configuration not stated)	-6	6	1.4	0	11	2	-2	5	-6
Cc1ccc(-c2ccc(CCC(=O)O)n2Cc2ccco2)cc1	-4	5	-0.2	0	-5	2	-6	1	4
O=C(Nc1ccccc1)c1ccccc1NC(=O)C(F)(F)F	9	-4	1.7	3	-9	5	3	-2	0
COc1cc(/C=N/NC(=O)c2c(-c3ccccc3)noc2C)cc(OC)c1OC	-1	-13	1.9	1	16	8	2	2	1
CCCn1c2c(c(O)c(C(=O)NC)c1=O)CCCC2	5	-2	2.8	1	17	-4	2	-1	-1
CC(C)(C)SCCNC(=O)CN1C(=O)c2cccc3cccc1c23	-3	1	1.8	0	4	3	1	12	-2
Cc1sc2nc(SCC(=O)NCc3ccco3)n(C)c(=O)c2c1C	-4	-1	-0.4	1	8	3	5	1	-2
C=CCn1c(SCC(=O)c2ccc(O)c(O)c2)nnc1-c1ccc(OC)cc1	-15	·	2.8	4	-4	-12	·	6	5
Cc1c(C(=O)NCc2ccco2)sc2nc(-c3ccccc3)cn12	1	18	3.4	3	-9	-2	-5	63	-1
COC(=O)[C@@H](NC(=O)NCc1cccs1)C(C)C	3	0	-0.9	4	17	-7	-1	-18	1
Cn1nc(-c2ccccc2)cc1NS(=O)(=O)c1ccc(C#N)cc1	-13	0	-3.8	2	3	1	-1	3	2
O=C(C1CCC1)N1CCN(c2ccnc3cc(Cl)ccc23)CC1	6	-1	-0.3	0	15	0	0	-36	2
O=C(c1c(F)cccc1F)N(Cc1ccccc1)Cc1ccccc1	6	-4	2.8	3	-24	2	-3	-6	8
COc1cc(C(=O)NCCCc2nc3ccccc3n2Cc2cc(C)ccc2C)cc(OC)c1OC	3	8	3.1	1	-11	11	-2	0	-2
COC(=O)C(=Nc1ccccc1)/C(C(=O)C(=O)N(C)c1ccccc1)=C(\O)c1ccc(Cl)cc1	-28	-7	-0.1	7	8	-5	-2	9	-1
c1ccc(Cc2nc3ccccc3o2)cc1	-4	4	1.4	0	20	2	-4	2	-4
Cc1c(C(=O)N/N=C/c2ccc(Cl)cc2)[nH]c2ccc(Cl)cc12	-6	4	3.5	1	18	-5	1	4	7
COc1ccc(NC(=O)CCCN2C(=O)C(c3ccccc3)Oc3cccnc32)cc1 (configuration not stated)	-5	6	4.2	4	10	1	-1	-6	-5
CCn1ncc(NC(=S)Nc2ccc(OC)c(OC)c2)c1C(N)=O	-32	-5	-1.2	0	7	-16	6	4	-1
CCCn1c(SCC(=O)NC2CCC(C)CC2)n[nH]c1=O (configuration not stated)	2	·	2.7	4	-8	-1	·	-3	-3
Cc1ccc(-c2ccc(=O)n(Cc3cccc(Br)c3)n2)cc1	-6	-1	2.2	0	8	-4	2	-8	0
COC(=O)CCNC(=O)c1ccc2nc(Cc3ccc(OC)c(OC)c3)oc2c1	-3	6	-1.0	0	8	4	1	-17	-3
COc1cc(-c2nnc(COC(=O)c3cc(C)nc4ccc(C)cc34)o2)cc(OC)c1OC	7	12	4.7	1	1	-8	-2	-4	0
Cc1ccccc1CSCCNC(=O)c1ccc(Cl)c(S(=O)(=O)N2CCOCC2)c1	6	2	0.2	4	8	-2	-2	6	1
Cc1nn(-c2ccccc2)c2c1cc1c(=O)n(C)c(=O)nc-1n2-c1ccccc1F	1	4	3.7	1	-4	4	2	9	-3

Part of the list above in a different format.
| smiles | procasp7 counter | core dimer inh | PP5 inh | GRK2 aptamer HTS | VLA-4 inh | procasp3 activ | CTSL1 counter | JMJD2C inh | PP1 inh |
| --- | --- | --- | --- | --- | --- | --- | --- | --- | --- |
| c1ccc(Cc2nc3ccccc3o2)cc1 | -4 | 4 | 1.4 | 0 | 20 | 2 | -4 | 2 | -4 |
| CCn1ncc(NC(=S)Nc2ccc(OC)c(OC)c2)c1C(N)=O | -32 | -5 | -1.2 | 0 | 7 | -16 | 6 | 4 | -1 |
